influenza NS1A = H1N1 influenza NS1A inhibitors, functional cell based assay (AID 504329); 340,000 compounds, 0.3% hits; inhibition, % at 12.5 µM; hits with a dose series show IC50 in µM; NS1A functional cell-based assay, percent inhibition; higher % means a stronger effect; in the data active means a potency from the dose series; inconclusive means inhibition above about 27% without an active follow-up result; further: strong numbers were not always called active
VEEV TC-83 Vero = inhibitors of VEEV TC-83 cytopathic effect, confirmation, Vero cells (AID 588727); Vero cells, VEEV TC-83 cytopathic effect inhibition; higher % means a stronger effect; inhibition, % at 20 µM, or IC50 in µM where a hit was titrated; 350,000 compounds, 0.13% hits; in the data active means a potency from the dose series; inconclusive means inhibition mostly from about 14% at the one dose, without a potency; inactive means the rest, 99 in 100 with inhibition below about 12%; further: strong numbers were not always called active
H37Rv inhibition = M. tuberculosis growth inhibition, HTS (AID 449762); M. tuberculosis H37Rv growth inhibition, 7H9 media; higher % means a stronger effect; inhibition, % at 25 µM; hits with a dose series show IC50 in µM; 330,000 compounds, 0.59% hits; in the data active means a potency from the dose series; inconclusive means inhibition above about 70% without an active follow-up result;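 further: bacterial growth assessed after seven days of incubation; strong numbers were not always called active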
tuberculosis growth = growth inhibition of non-replicating M. tuberculosis (AID 488890) | 320,000 compounds, 0.39% hits | Mycobacterium tuberculosis non-replicating, growth inhibition; higher % means a stronger effect | one-dose inhibition, % at 25 µM; IC50 in µM for titrated hits; in the data active means a potency from the dose series; inconclusive means inhibition mostly from about 82% at the one dose, without a potency; inactive means the rest, 99 in 100 with inhibition below about 76%;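 further: plate controls were DMSO cells for no effect and high antibiotic wells for full effect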
Salmonella PhoP GFP = PhoP regulon inhibitors, Salmonella typhi PhoP promoter GFP reporter, confirmatory (AID 1850); Salmonella Typhi PhoP-promoter GFP reporter, fluorescence, 4 h; higher % means a stronger effect; 310,000 compounds, 0.33% hits; one-dose inhibition, % at 50 µM; IC50 in µM for titrated hits; in the data active means a potency from the dose series; inconclusive means inhibition mostly from about 25% at the one dose, without a potency; inactive means the rest, 99 in 100 with inhibition below about 19%;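 further: 0% = induced wells with vehicle and 100% = uninduced wells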
VEEV TC-83 Vero 10K pilot screen = second read-out of VEEV TC-83 Vero, no call of its own (marks repeat the call); inhibition, %; measured here: 10K pilot screen inhibition
Active calls of the source: *; i = inactive; ? = inconclusive; · = not tested or not shown.

A first look, 6 compounds:
SMILES	influenza NS1A	VEEV TC-83 Vero	H37Rv inhibition	tuberculosis growth	Salmonella PhoP GFP	others
O=C(Nc1cccc(Cn2cccn2)c1)c1cc2c(s1)CCCC2	2%	i	6%	42%	-9%
COc1ccc(C(=O)c2ccc(Cl)cc2)cc1	-5%	i	-3%	8%	10%
COCOc1ccc(/C=C2/Oc3cc(OCOC)cc(OCOC)c3C2=O)c(OCOC)c1	·	·	-3%	16%	12%
CCc1ccc(NC(=O)c2ccc3nc(N)sc3c2)cc1	5%	5.8%	2%	-11%	8%
CCc1cc2c(C)cc(C)cc2nc1SCC(=O)Nc1cc(C)on1	-10%	1.0%	9%	3%	-27%
COCCC1CCCCN1C(=O)c1cc(COc2ccc(C)nc2)on1 (stereo not drawn)	-2%	0.6%	-1%	·	11%

Results, from the first entry:
SMILES	influenza NS1A	VEEV TC-83 Vero	H37Rv inhibition	tuberculosis growth	Salmonella PhoP GFP	others
O=C(Nc1cccc(Cn2cccn2)c1)c1cc2c(s1)CCCC2	2%	i	6%	42%	-9%
COc1ccc(C(=O)c2ccc(Cl)cc2)cc1	-5%	i	-3%	8%	10%
COCOc1ccc(/C=C2/Oc3cc(OCOC)cc(OCOC)c3C2=O)c(OCOC)c1	·	·	-3%	16%	12%
CCc1ccc(NC(=O)c2ccc3nc(N)sc3c2)cc1	5%	5.8%	2%	-11%	8%
CCc1cc2c(C)cc(C)cc2nc1SCC(=O)Nc1cc(C)on1	-10%	1.0%	9%	3%	-27%
COCCC1CCCCN1C(=O)c1cc(COc2ccc(C)nc2)on1 (stereo not drawn)	-2%	0.6%	-1%	·	11%
C[C@H]1CN([C@@H](C)CO)C(=O)c2cc(NS(=O)(=O)c3ccc(F)cc3)ccc2O[C@H]1CN(C)S(=O)(=O)c1cn(C)cn1	7%	0.0%	-6%	12%	·
O=[N+]([O-])c1ccc(N2CCCCC2)cc1	·	i	2%	36%	0%
COc1ccc(NC(=S)NCCN2CCC(C)CC2)cc1Cl	-5%	i	-6%	19%	-7%
COc1cc2c(cc1OC)CN(C(=O)c1ccc(OC)c([N+](=O)[O-])c1)CC2	12%	0.5%	-13%	·	17%
O=C(CC12CC3CC(CC(C3)C1)C2)Nc1ccccc1N1CCOCC1	6%	3.2%	-5%	5%	3%
CC1C(=O)N2CCCc3cc(NC(=O)C(=O)NCc4cccnc4)cc1c32 (stereo not drawn)	-4%	2.2%	-5%	-10%	10%
CN(C)S(=O)(=O)c1ccc(NC(=O)COC(=O)c2n[nH]c3ccccc23)cc1	0%	8.7%	-10%	14%	4%
Cc1ccc(C)c(Cn2nnc3c(=O)[nH]c(C(=O)NCC4CCCO4)nc32)c1 (stereo not drawn)	-9%	1.2%	-8%	54%	2%
O=S(=O)(c1ccc2ccccc2c1)N1CCCOC1	-3%	5.2%	-4%	8%	3%	VEEV TC-83 Vero 10K pilot screen=0.7
COc1cc(C(=O)N(Cc2ccco2)Cc2cc3ccccc3[nH]c2=O)cc(OC)c1OC	-2%	1.3%	-6%	-10%	-11%
CC(C)N(C(=O)Nc1ccc2nccnc2c1)C(C)C	-1%	1.8%	-1%	9%	-7%
CCCc1cc(C(=O)Nc2cccc3ccccc23)n(C)n1	7%	i	5%	5%	4%
Cc1cnc2cc(Cl)c(Cl)cc2n1	11%	1.2%	-6%	-4%	0%	VEEV TC-83 Vero 10K pilot screen=2.3
CN(Cc1ccco1)C(=O)CN1C(=O)NC2(CCCC2)C1=O	-24%	2.0%	-1%	-2%	·
CS(=O)(=O)c1ccc(-c2sc3ccccc3c2C#CCCO)cc1	11%	5.2%	21%	21%	·
COc1ccc(S(=O)(=O)N(CCc2ccccc2)CC(=O)N/N=C/c2ccc3c(c2)OCO3)cc1	-6%	0.9%	-8%	0%	-3%
O=C(NC12CC3CC(CC(C3)C1)C2)N1CCN(S(=O)(=O)c2ccc(Cl)cc2)CC1	-2%	3.2%	-7%	9%	-8%
COc1ccc(CCC(C)NC2C3CC4CC(C3)CC2C4)cc1 (stereo not drawn)	1%	i	·	·	·
CCc1ccc(NC(=O)CCn2ccnc2C)cc1	-2%	2.5%	-6%	-4%	4%
Oc1cc(O)c2c(c1)O[C@H](c1ccc(O)c(O)c1)[C@H](O)C2	-1%	6.3%	-2%	-8%	-7%
CCCc1nc2n[nH]c(N)c2c2c1COC(C)(C)C2	6%	i	-4%	-1%	-10%
CC(C)c1onc(C(=O)Nc2cccc(O)c2)c1[N+](=O)[O-]	-3%	1.6%	-4%	2%	-11%
CC1(C)Cc2c(sc3nc(SCC(=O)N4CCOCC4)nc(N)c23)CO1	-12%	2.9%	0%	9%	-10%
COc1ccc(OCC(=O)Nc2ccc3c(c2)CCC3)cc1	-8%	1.8%	48%	?	·
CCCn1c(N)c(N(CCOC)C(=O)c2cc(S(=O)(=O)N3CCCCCC3)ccc2OC)c(=O)[nH]c1=O	5%	0.2%	-16%	0%	-3%
CCN(CC)CCCNC(=O)CNC(=O)c1nn(-c2ccc(OC)cc2)c(=O)c2ccccc12	2%	i	-5%	-26%	2%
O=C(Nc1ccccc1)c1ccc(S(=O)(=O)NCC2CCCO2)cc1 (stereo not drawn)	-4%	2.4%	4%	9%	4%
CC(C)(C)OC(=O)N(CCc1ccccc1)Cc1ccc(OCc2cccc(NC(=O)C3CCCC3)c2)cc1	-32%	1.3%	·	·	·
CCN(CC)C(=O)CCS(=O)(=O)c1cccc2nonc12	7%	0.5%	5%	0%	-1%
CCN(C(=O)CSc1nccc(=O)[nH]1)C1CCCCC1	6%	0.4%	22%	1%	·
CN1CCCC(OC(=O)c2cc(F)c(F)c(F)c2F)C1 (stereo not drawn)	2%	0.3%	7%	-4%	12%
O=C(CN(Cc1ccc(F)cc1)C(=O)CCC(=O)Nc1nccs1)NCc1ccccc1	3%	2.0%	1%	3%	4%
Cc1ccccc1OCc1nc2ccccc2n1C	-5%	i	0%	14%	3%
CCCc1cc(C(=O)Nc2ccc(C(C)=O)cc2)no1	1%	0.4%	30%	?	2%
CSc1ncccc1C(=O)NC1CCCc2c1cnn2-c1ccc(C)c(C)c1 (stereo not drawn)	28%	1.7%	0%	-5%	-1%
COc1ccccc1C1CCN(C(=O)c2cnn(-c3ccccc3)c2C)CC1	-1%	9.8%	7%	19%	0%
O=S(=O)(c1ccccc1)c1nc(-c2ccco2)oc1NCCCn1ccnc1	-1%	i	-10%	-8%	1%
Cc1ccc(NS(=O)(=O)c2ccc(Cl)c(N=Nc3c(O)[nH]c(=O)[nH]c3=O)c2)cc1Cl	-11%	6.5%	11%	62%	·
CSc1oc(-c2ccccc2)nc1C(N)=O	-4%	1.3%	-7%	-27%	2%
O=C(NC1CC1)c1cccc(NC(=O)c2cc(S(=O)(=O)N3CCOCC3)ccc2Cl)c1	9%	1.9%	·	·	·
Cc1ccc(C(=O)Nc2cccc(C(=O)N3CCOCC3)c2)cc1	-13%	2.4%	-7%	27%	17%
CC(C)C12CN3CC(C(C)C)(CN(C1)C3c1ccc([N+](=O)[O-])o1)C2=O (stereo not drawn)	3%	i	-3%	18%	0%
CC(=O)NCCn1c(SCC(=O)NCCC2=CCCCC2)nc2ccccc2c1=O	0%	i	-3%	2%	-6%
CCOc1ccc(C2C(C(=O)c3ccco3)=C(O)C(=O)N2CCCn2ccnc2)cc1OCC (stereo not drawn)	6%	4.4%	4%	4%	-15%
Cc1nc2sc3c(=O)[nH]nnc3c2c(C)c1Br	2%	2.8%	-8%	40%	-10%
COc1ccc(OC(=O)c2ccc3nsnc3c2)cc1	-13%	1.2%	64%	74%	-5%
CC(=O)N1C(Nc2ccc(Cl)cc2)CCN1c1ccccc1 (stereo not drawn)	5%	6.8%	>100µM*	15%	-7%
COc1ccc(C(=O)c2cn(-c3cccc(Br)c3)nc2C(C)=O)cc1	1%	2.9%	10%	-9%	7%
CNC(=O)c1ccc(NC(=O)CCc2c(C)noc2C)cc1	-15%	1.5%	-12%	16%	·
CCc1ccc(N2CC(C(=O)Nc3cccnc3)CC2=O)cc1 (stereo not drawn)	-6%	1.7%	-6%	-1%	5%
Cc1ccc(/C=C2\SC(=S)N(c3cccnc3)C2=O)o1	4%	4.8%	-6%	58%	32%
COc1ccc(S(=O)(=O)N/N=c2\oc3c(OC)cccc3cc2S(=O)(=O)c2ccc(C)cc2)cc1OC	3%	7.1%	-1%	24%	1%
O=C(Nc1cc(S(=O)(=O)Nc2ccccc2Cl)ccc1O)c1sc2cc(Cl)ccc2c1Cl	-2%	0.3%	1%	-9%	-7%
O=C1S/C(=C/c2ccc(N3CCOCC3)o2)C(=O)N1Cc1c(F)cccc1Cl	-6%	4.2%	-2%	15%	12%
Going on with the list:
SMILES	influenza NS1A	VEEV TC-83 Vero	H37Rv inhibition	tuberculosis growth	Salmonella PhoP GFP	others
O=C(c1cccs1)N(Cc1cc2ccccc2[nH]c1=O)CC1CCCO1 (stereo not drawn)	-11%	0.4%	2%	3%	0%
CCC(=O)Nc1cccc2cccnc12	-10%	1.0%	12%	7%	-7%
CCOc1ccccc1C1C2CCCCC2(O)CCN1C(=O)c1cccs1 (stereo not drawn)	-6%	1.1%	1%	36%	-3%
COc1ccc(C(CNC(=O)c2cc3ccccc3o2)N2CCCC2)cc1 (stereo not drawn)	-8%	1.5%	-5%	-7%	·
COc1ccc(NC(=O)CN(C)C(=O)CCc2ccccc2)cc1	-7%	2.2%	1%	-5%	14%
O=C(CCn1c(=O)c2ccccc2n(CC(=O)N2CCN(c3ccccc3)CC2)c1=O)NCc1ccco1	9%	0.6%	-7%	14%	16%
O=S(=O)(NCc1ccccn1)c1ccc(Cl)s1	5%	2.0%	32%	24%	-6%
CN(CCc1ccccn1)C(=O)CCC1CCCN(C(=O)c2c(F)ccc(F)c2F)C1 (stereo not drawn)	-8%	0.3%	-14%	-3%	4%
Cc1ccc(S(=O)(=O)N2CCOCC2)cc1NC(=O)c1cc2c(s1)CCC2	-6%	1.7%	-22%	26%	-7%
CCn1c(N2CCN(S(=O)(=O)c3ccccc3C(F)(F)F)CC2)nc2ccccc21	-2%	7.8%	-3%	14%	0%
FC(F)Sc1ccc(Nc2ncnc3nc[nH]c23)cc1	7%	i	-4%	5%	4%
O=C(CCNS(=O)(=O)c1cccc(C(F)(F)F)c1)NCc1ccco1	1%	1.7%	-7%	5%	·
O=C(c1c[nH]c(=O)n(-c2ccccc2)c1=O)N1CCc2ccccc21	2%	0.4%	1%	15%	0%
Cn1cc(S(=O)(=O)NCc2cccs2)c(=O)n(C)c1=O	3%	0.2%	4%	-9%	1%	VEEV TC-83 Vero 10K pilot screen=0.7
O=C1NC(=O)N(c2ccc3c(c2)OCO3)C(=O)/C1=C/c1ccsc1	-7%	1.6%	15%	6%	6%
COC(=O)c1cn(NC(=O)Cc2ccc(Cl)cc2)c(=O)c2ccccc12	-3%	0.8%	-3%	1%	-10%
COc1ccc(/C=N/Nc2ncc(Br)cn2)c(OC)c1	-4%	1.3%	0%	-10%	2%
CCn1cc(CNC(=O)c2ccc(Cl)c([N+](=O)[O-])c2)c(C)n1	-5%	1.5%	-1%	-15%	-13%
Cc1cc(NC(=O)COC(=O)c2cccc(S(=O)(=O)N(C)C3CCCCC3)c2)no1	-5%	2.3%	-4%	24%	25%
CC(=O)Nc1ccc(NC(=O)CCCc2ccccc2)cc1	1%	0.5%	2%	13%	-7%
Cc1ccc(CNC(=O)c2ccc(N3CCC4(CC3)CC(c3ccccc3)=NO4)c(NC(=O)c3ccc(Br)cc3)c2)cc1	-4%	0.6%	-3%	17%	-33%	VEEV TC-83 Vero 10K pilot screen=0.5
O=C(CN1CCOc2ccccc21)NC1CCN(Cc2ccccc2)CC1	6%	0.4%	4%	-29%	21%
CCCS(=O)(=O)N1CCCC(C(=O)NCCN(CC)c2ccccc2)C1 (stereo not drawn)	3%	0.9%	1%	-14%	4%
Nc1cccnc1Sc1ccc(Cl)cc1	-1%	i	-4%	?	-13%
CCc1ccc(Nc2cnn(-c3nc4ccccc4s3)c(=O)c2Cl)cc1	-8%	7.3%	-6%	9%	-7%
O=C1c2cccc(NCCNCCO)c2C(=O)c2cccc(NCCNCCO)c21	28%	7.8%	·	·	·
COC1OC2COC(c3ccccc3)OC2C(O)C1N (stereo not drawn)	8%	0.2%	·	·	·
Cc1ccc(NC(=O)CN2CCc3cc4c(cc3C2C)OCCCO4)cc1 (stereo not drawn)	4%	2.1%	9%	49%	-8%
O=C(CCCN1C(=O)c2cccc3cccc(c23)C1=O)NCc1cccnc1	-3%	0.5%	1%	-16%	9%

Compound activity as filed in PubChem.
